Assay outcomes from PubChem.
NSD2 inh: inhibitors of human NSD2, primary screen, biochemical, plate reader, single point. inhibition, % at 12.5 µM. NSD2-SET H3K36me1 DELFIA fluorescence. AID 624260, 2012. Histone-lysine N-methyltransferase NSD2 (Homo sapiens), O96028. actives 0.07% (n = 44,000); in the data active = inhibition above about 54%, passing the limit was not always enough;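 also: inhibitors reduce the monomethyl H3K36 fluorescence signal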
Target sequence (O96028 whole entry, looked up): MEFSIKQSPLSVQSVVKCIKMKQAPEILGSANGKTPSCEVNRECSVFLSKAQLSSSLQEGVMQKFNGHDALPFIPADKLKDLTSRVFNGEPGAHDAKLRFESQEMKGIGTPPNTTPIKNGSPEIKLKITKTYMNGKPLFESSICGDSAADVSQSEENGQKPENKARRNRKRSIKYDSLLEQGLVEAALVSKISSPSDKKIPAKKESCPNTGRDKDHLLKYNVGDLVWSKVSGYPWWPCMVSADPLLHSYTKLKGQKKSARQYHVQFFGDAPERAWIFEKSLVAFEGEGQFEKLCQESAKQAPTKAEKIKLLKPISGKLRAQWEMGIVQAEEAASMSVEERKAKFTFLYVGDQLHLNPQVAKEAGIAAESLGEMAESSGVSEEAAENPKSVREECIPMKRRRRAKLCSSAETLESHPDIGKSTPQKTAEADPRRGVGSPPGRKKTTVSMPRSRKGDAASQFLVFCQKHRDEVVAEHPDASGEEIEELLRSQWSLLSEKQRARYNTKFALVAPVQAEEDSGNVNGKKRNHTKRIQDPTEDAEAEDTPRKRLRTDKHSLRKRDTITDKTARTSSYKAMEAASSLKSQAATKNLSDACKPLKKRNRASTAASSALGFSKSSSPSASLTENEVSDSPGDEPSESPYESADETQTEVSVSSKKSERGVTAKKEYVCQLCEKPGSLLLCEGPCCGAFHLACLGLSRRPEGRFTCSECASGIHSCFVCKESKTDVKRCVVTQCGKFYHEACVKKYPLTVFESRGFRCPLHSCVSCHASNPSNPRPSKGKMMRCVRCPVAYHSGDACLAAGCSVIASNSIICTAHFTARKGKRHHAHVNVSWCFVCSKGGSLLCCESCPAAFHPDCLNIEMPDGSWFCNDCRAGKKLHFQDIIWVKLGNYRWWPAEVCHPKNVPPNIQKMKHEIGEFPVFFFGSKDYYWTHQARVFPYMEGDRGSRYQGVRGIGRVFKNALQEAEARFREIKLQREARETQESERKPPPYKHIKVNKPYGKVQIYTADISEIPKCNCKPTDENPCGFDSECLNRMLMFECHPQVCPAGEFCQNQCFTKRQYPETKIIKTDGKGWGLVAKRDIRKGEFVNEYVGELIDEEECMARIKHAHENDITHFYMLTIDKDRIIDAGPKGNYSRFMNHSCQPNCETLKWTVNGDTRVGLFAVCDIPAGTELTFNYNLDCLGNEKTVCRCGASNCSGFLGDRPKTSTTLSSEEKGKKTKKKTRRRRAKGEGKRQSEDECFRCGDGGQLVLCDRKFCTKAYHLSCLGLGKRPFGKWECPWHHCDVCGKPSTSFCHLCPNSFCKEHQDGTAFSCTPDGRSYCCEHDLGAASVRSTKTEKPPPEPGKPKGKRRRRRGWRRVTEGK
The depositor's hits bear a star; & = joins results of further samples.

C[C@H]1CN([C@@H](C)CO)C(=O)c2cccc(NC(=O)c3ccc(-c4nccs4)cc3)c2O[C@@H]1CN(C)Cc1ccc(-c2ccccc2)cc1
  NSD2 inh: 2
Cc1noc(C)c1NC(=O)Nc1ccc2c(c1)C(=O)N([C@H](C)CO)C[C@@H](C)[C@H](CN(C)S(=O)(=O)c1ccccc1)O2
  NSD2 inh: 3
CCCN(C)C[C@@H]1Oc2ncc(-c3ccccc3)cc2C(=O)N([C@H](C)CO)C[C@@H]1C
  NSD2 inh: 1&5
C[C@@H](NC(=O)/C(C#N)=C\c1ccc(O)c(O)c1)c1ccccc1
  NSD2 inh: -4
C[C@@H]1CN([C@@H](C)CO)C(=O)c2cc(C#CC3(O)CCCC3)cnc2O[C@@H]1CN(C)Cc1ccncc1
  NSD2 inh: -6
CC1(C)COC(CCC/C=N/NC(=O)CCCCCCC(=O)NO)OC1
  NSD2 inh: -7
C[C@H](CO)N1C[C@H](C)[C@H](CN(C)C)Oc2ncc(/C=C/c3ccccc3)cc2C1=O
  NSD2 inh: 0&4
COc1ccc(S(=O)(=O)Nc2cccc3c2O[C@@H](CN(C)S(=O)(=O)c2cn(C)cn2)[C@H](C)CN([C@H](C)CO)C3=O)cc1
  NSD2 inh: 3
C[C@@H]1CN([C@@H](C)CO)S(=O)(=O)c2ccc(-c3ccncc3)cc2O[C@@H]1CN(C)C(=O)CC1CC1
  NSD2 inh: 0
C[C@@H]1CN([C@@H](C)CO)C(=O)c2cc(NC(=O)C3CCCCC3)ccc2O[C@@H](C)CCCCO[C@H]1CN(C)C(=O)NC1CCCCC1
  NSD2 inh: 4
CNC[C@@H]1Oc2ncc(C#Cc3ccccc3)cc2C(=O)N([C@H](C)CO)C[C@@H]1C
  NSD2 inh: 6
C[C@@H]1CN([C@H](C)CO)C(=O)Cc2cc(NS(C)(=O)=O)ccc2O[C@@H]1CN(C)Cc1ccc(C(=O)O)cc1
  NSD2 inh: 3
COc1ccc(S(=O)(=O)N(C)C[C@H]2Oc3c(NC(=O)Nc4c(C)noc4C)cccc3C(=O)N([C@H](C)CO)C[C@@H]2C)cc1
  NSD2 inh: -3
Cc1cc(S(=O)(=O)NCC2CCN(C(=O)OC(C)(C)C)CC2)c(C)o1
  NSD2 inh: -6
C[C@@H]1CN([C@@H](C)CO)C(=O)c2cc(NC(=O)Nc3cccc4ccccc34)ccc2O[C@@H]1CN(C)S(=O)(=O)c1cccs1
  NSD2 inh: 0

C[C@@H]1CN([C@@H](C)CO)C(=O)CCCn2nncc2CO[C@H]1CN(C)Cc1ccc(Oc2ccccc2)cc1
  NSD2 inh: -1
C[C@H](CO)N1C[C@H](C)[C@@H](CN(C)C(=O)c2ccccc2)OCCCC[C@H](C)Oc2ccc(NS(=O)(=O)c3ccccc3)cc2C1=O
  NSD2 inh: -119
C[C@@H]1CN([C@H](C)CO)C(=O)Cc2cc(NC(=O)c3ccncc3)ccc2O[C@H]1CN(C)CC1CCCCC1
  NSD2 inh: 1
COc1ccc(S(=O)(=O)N(C)C[C@H]2Oc3ccc(NC(=O)Cn4cnnn4)cc3C(=O)N([C@@H](C)CO)C[C@H]2C)cc1
  NSD2 inh: 6
C[C@@H]1CN([C@H](C)CO)S(=O)(=O)c2ccc(C#CC3CCCC3)cc2O[C@H]1CN(C)S(C)(=O)=O
  NSD2 inh: -5
Cn1cnc(S(=O)(=O)N[C@@H]2CC[C@@H](CC(=O)N3CCN(c4ccccc4)CC3)O[C@@H]2CO)c1
  NSD2 inh: 3
Cc1noc(C)c1NC(=O)N(C)C[C@@H]1Oc2ccc(NC(=O)NC(C)C)cc2CC(=O)N([C@H](C)CO)C[C@H]1C
  NSD2 inh: 4
CCO[C@H]1OC(C(=O)N2CCN(Cc3ccc4c(c3)OCO4)CC2)=C[C@@H](c2ccc(C(F)(F)F)cc2)[C@@H]1CCCO
  NSD2 inh: -5
C[C@H]1CN([C@@H](C)CO)C(=O)c2cccc(NS(=O)(=O)c3ccc(Cl)cc3)c2O[C@H]1CN(C)Cc1ccncc1
  NSD2 inh: 1
C[C@@H]1CN([C@H](C)CO)C(=O)CCCn2cc(nn2)CO[C@@H]1CN(C)S(=O)(=O)c1ccc(Cl)cc1
  NSD2 inh: 0
O=C(N1CCOCC1)[C@]1(CCS(=O)(=O)c2ccccc2)N=C(c2ccc(OCCCO)cc2)O[C@@H]1c1ccccc1
  NSD2 inh: -7
CN1CCN(C(=O)C2=C[C@H](C3CC3)C[C@H](OCCCCO)O2)CC1
  NSD2 inh: 1
C[C@]12CC[C@@H]3c4ccc(O)cc4CC[C@H]3[C@@H]1CC[C@@H]2O
  NSD2 inh: 0
COc1ccc(CN(C)C[C@@H]2Oc3ccc(NC(=O)Cn4cnnn4)cc3CC(=O)N([C@H](C)CO)C[C@H]2C)cc1
  NSD2 inh: 1
O=C(CS)NCCCCCCNC(=O)[C@@H]1C[C@@H]2C(=O)NCC(=O)N2[C@@H]1c1ccc(O)cc1
  NSD2 inh: -8

Three neighbouring records from above:
C[C@]12CC[C@@H]3c4ccc(O)cc4CC[C@H]3[C@@H]1CC[C@@H]2O
  NSD2 inh: 0
COc1ccc(CN(C)C[C@@H]2Oc3ccc(NC(=O)Cn4cnnn4)cc3CC(=O)N([C@H](C)CO)C[C@H]2C)cc1
  NSD2 inh: 1
O=C(CS)NCCCCCCNC(=O)[C@@H]1C[C@@H]2C(=O)NCC(=O)N2[C@@H]1c1ccc(O)cc1
  NSD2 inh: -8

Continued.
C[C@@H]1CN([C@H](C)CO)S(=O)(=O)c2ccc(-c3cccnc3)cc2O[C@@H]1CN(C)Cc1ccncc1
  NSD2 inh: -1
CN(C)CCCC[C@@H]1NC(=O)[C@H]2C[C@@H](C(=O)NCc3ccc(F)cc3)[C@@H](c3ccc(O)cc3)N2C1=O
  NSD2 inh: 7
C[C@@H]1CN([C@@H](C)CO)C(=O)c2cc(-c3ccc(F)cc3)cnc2O[C@@H]1CN(C)CC1CCOCC1
  NSD2 inh: 1
C[C@H]1CN([C@@H](C)CO)C(=O)Cc2cc(NC(=O)Nc3ccc(C(F)(F)F)cc3)ccc2O[C@@H]1CN(C)C(=O)Nc1ccc(C(F)(F)F)cc1
  NSD2 inh: -16
C/C=C/c1ccc2c(c1)O[C@H](CN(C)C(=O)Nc1ccc(C(F)(F)F)cc1)[C@H](C)CN([C@@H](C)CO)S2(=O)=O
  NSD2 inh: -8
Cc1noc(C)c1NC(=O)Nc1ccc2c(c1)C(=O)N([C@@H](C)CO)C[C@@H](C)[C@H](CN(C)S(=O)(=O)c1ccc(F)cc1)O2
  NSD2 inh: -4
C[C@@H]1CN([C@H](C)CO)C(=O)c2cccc(NC(=O)CCCCCC(=O)Nc3ccccc3N)c2O[C@H]1CN(C)C(=O)Nc1cccc2ccccc12
  NSD2 inh: -3
COc1ccc(S(=O)(=O)N(C)C[C@H]2Oc3ccc(NS(=O)(=O)c4ccc(Cl)cc4)cc3C(=O)N([C@@H](C)CO)C[C@H]2C)cc1
  NSD2 inh: -4
COc1ccc(S(=O)(=O)N(C)C[C@H]2Oc3c(NC(=O)c4ccncc4)cccc3C(=O)N([C@H](C)CO)C[C@H]2C)cc1
  NSD2 inh: 4
COc1cccc(-c2cnc3c(c2)C(=O)N([C@H](C)CO)C[C@H](C)[C@H](CN(C)Cc2ccccc2)O3)c1
  NSD2 inh: 17&2
CC(=O)N(C)C[C@@H]1Oc2cc(C#Cc3cccc(F)c3)ccc2S(=O)(=O)N([C@@H](C)CO)C[C@@H]1C
  NSD2 inh: 15
Cc1noc(C)c1NC(=O)N(C)C[C@@H]1OCCCC[C@@H](C)Oc2ccc(NC(=O)c3ccncc3)cc2C(=O)N([C@H](C)CO)C[C@@H]1C
  NSD2 inh: -94
O=S(=O)(N[C@@H]1CCCN(Cc2ccc(OCCO)cc2)C1)c1ccccc1
  NSD2 inh: 9
CNC[C@H]1OCCCC[C@@H](C)Oc2ccc(NS(=O)(=O)c3ccccc3)cc2C(=O)N([C@@H](C)CO)C[C@H]1C
  NSD2 inh: 26
COc1ccc(NC(=O)N(C)C[C@H]2Oc3ccc(NC(=O)CCCCCC(=O)Nc4ccccc4N)cc3C(=O)N([C@@H](C)CO)C[C@@H]2C)cc1
  NSD2 inh: -2

CC(C)NC(=O)N(C)C[C@@H]1Oc2ccc(NS(=O)(=O)c3ccc(Cl)cc3)cc2C(=O)N([C@H](C)CO)C[C@@H]1C
  NSD2 inh: 4
CC(=O)N(C)C[C@H]1Oc2cc(-c3cccc(C#N)c3)ccc2S(=O)(=O)N([C@H](C)CO)C[C@@H]1C
  NSD2 inh: -8
COCC(=O)N[C@H]1C=C[C@@H](CC(=O)N2CCCCC2)O[C@H]1CO
  NSD2 inh: -5
C[C@@H]1CN([C@@H](C)CO)C(=O)c2cc(C3=CCCC3)cnc2O[C@H]1CN(C)C(=O)CN(C)C
  NSD2 inh: -1
O=C(N/N=C/c1ccc2c(c1)OCCO2)c1ccccn1
  NSD2 inh: -4
C[C@H]1CN([C@@H](C)CO)C(=O)Cc2cc(NC(=O)c3ccncc3)ccc2O[C@H]1CN(C)C(=O)NC1CCCCC1
  NSD2 inh: 4
CC(C)NC(=O)N(C)C[C@H]1OCCCC[C@H](C)Oc2ccc(NS(C)(=O)=O)cc2C(=O)N([C@@H](C)CO)C[C@@H]1C
  NSD2 inh: 13
CC(=O)N(C)C[C@@H]1Oc2cc(C#CC(C)C)ccc2S(=O)(=O)N([C@@H](C)CO)C[C@@H]1C
  NSD2 inh: 0
C[C@@H]1CCCCO[C@@H](CN(C)C(=O)Nc2ccccc2)[C@H](C)CN([C@@H](C)CO)C(=O)c2cc(NC(=O)Cc3ccccc3)ccc2O1
  NSD2 inh: -55
CN1CCN(C(=O)C2=C[C@@H](c3ccc4c(c3)OCO4)C[C@@H](OCCCCO)O2)CC1
  NSD2 inh: 2
O=c1c(O)c(-c2ccccc2)oc2cc(O)cc(O)c12
  NSD2 inh: -7
COc1ccc(NC(=O)Nc2ccc3c(c2)C(=O)N([C@@H](C)CO)C[C@H](C)[C@@H](CN(C)Cc2ccc(C(=O)O)cc2)O3)cc1
  NSD2 inh: 6
COCC#Cc1ccc2c(c1)O[C@H](CN(C)S(=O)(=O)c1ccc(OC)cc1)[C@H](C)CN([C@@H](C)CO)S2(=O)=O
  NSD2 inh: 1
C[C@H](CO)N1C[C@H](C)[C@@H](CN(C)CC2CCOCC2)Oc2cc(C3=CCCC3)ccc2S1(=O)=O
  NSD2 inh: 5
COCC(=O)N(C)C[C@H]1Oc2ncc(-c3ccccc3OC)cc2C(=O)N([C@H](C)CO)C[C@@H]1C
  NSD2 inh: -3

C[C@@H]1CN([C@H](C)CO)C(=O)Cc2cc(NS(=O)(=O)c3ccc(Cl)cc3)ccc2O[C@H]1CN(C)S(=O)(=O)c1ccc(Cl)cc1
  NSD2 inh: 2
C[C@H](CO)N1C[C@H](C)[C@H](CN(C)CC2CCCCC2)OCCCC[C@H](C)Oc2ccc(NS(=O)(=O)c3cccs3)cc2C1=O
  NSD2 inh: -1
COc1cc2c(c(OC)c1OC)C[C@H]1COC(=O)[C@@H]1Cc1c-2cc(OC)c(OC)c1OC
  NSD2 inh: 3
COc1ccc(NC(=O)Nc2ccc3c(c2)C(=O)N([C@H](C)CO)C[C@H](C)[C@H](CN(C)Cc2ccc(C(=O)O)cc2)O3)cc1
  NSD2 inh: 2
C[C@H]1CN([C@@H](C)CO)C(=O)c2cccc(NC(=O)CCCCCC(=O)Nc3ccccc3N)c2O[C@H]1CN(C)C(=O)Nc1ccccc1
  NSD2 inh: 0
C[C@H](CO)N1C[C@H](C)[C@@H](CN(C)Cc2ccccc2)Oc2ncc(-c3cncnc3)cc2C1=O
  NSD2 inh: 5
C[C@@H]1CN([C@@H](C)CO)C(=O)Cc2cc(NC(=O)C3CC3)ccc2O[C@@H]1CN(C)C(=O)Nc1ccc(C(F)(F)F)cc1
  NSD2 inh: 6
CC(C)NC(=O)N(C)C[C@H]1Oc2ccc(NC(=O)CCN3CCOCC3)cc2C(=O)N([C@H](C)CO)C[C@@H]1C
  NSD2 inh: -2
Cc1ccc(S(=O)(=O)N(C)C[C@@H]2Oc3c(NS(=O)(=O)c4cn(C)cn4)cccc3C(=O)N([C@H](C)CO)C[C@@H]2C)cc1
  NSD2 inh: 3
O=C(N/N=C/c1cc2c(cc1Br)OCO2)c1ccccc1O
  NSD2 inh: 2
C[C@H]1CN([C@@H](C)CO)C(=O)Cc2cc(NC(=O)c3ccncc3)ccc2O[C@@H]1CN(C)C(=O)Nc1ccccc1
  NSD2 inh: 12
Cc1noc(C)c1NC(=O)N(C)C[C@@H]1Oc2ccc(NS(=O)(=O)c3cccs3)cc2CC(=O)N([C@@H](C)CO)C[C@@H]1C
  NSD2 inh: -2
CN1CCN(C(=O)C[C@H]2C[C@@H]3c4cc(NC(=O)Nc5ccc(F)cc5)ccc4O[C@@H]3[C@@H](CO)O2)CC1
  NSD2 inh: 0
COc1ccc(S(=O)(=O)Nc2ccc3c(c2)C(=O)N([C@H](C)CO)C[C@H](C)[C@H](CN(C)S(=O)(=O)c2ccc(Cl)cc2)O3)cc1
  NSD2 inh: 7
COc1ccc(NC(=O)Nc2ccc3c(c2)C(=O)N([C@@H](C)CO)C[C@@H](C)[C@@H](CN(C)Cc2ccncc2)OCCCC[C@@H](C)O3)cc1
  NSD2 inh: 4

COc1ccc(NC(=O)Nc2cccc3c2O[C@H](CN(C)Cc2ccc(C(F)(F)F)cc2)[C@H](C)CN([C@@H](C)CO)C3=O)cc1
  NSD2 inh: 0
CS(=O)(=O)Nc1ccc2c(c1)[C@H]1C[C@@H](CC(=O)NCc3ccc(Oc4ccccc4)cc3)O[C@H](CO)[C@H]1O2
  NSD2 inh: -5
CN(C)c1ccc2c(c1)[C@@H]1C[C@H](CC(=O)NCc3cccc(F)c3)O[C@@H](CO)[C@@H]1O2
  NSD2 inh: 1
CC(C)(C)NC(=O)C(OC(=O)c1ccccc1)c1ccco1 (stereo not drawn)
  NSD2 inh: 8
C[C@@H]1CN([C@@H](C)CO)C(=O)c2cc(NC(=O)Nc3ccc(C(F)(F)F)cc3)ccc2O[C@@H](C)CCCCO[C@@H]1CN(C)Cc1ccc(C(=O)O)cc1
  NSD2 inh: -3
COc1ccc(S(=O)(=O)N(C)C[C@H]2Oc3cc(C4=CCCC4)ccc3S(=O)(=O)N([C@H](C)CO)C[C@@H]2C)cc1
  NSD2 inh: -2
C[C@H](CO)N1C[C@H](C)[C@H](CN(C)C(=O)NC2CCCCC2)OCCCC[C@H](C)Oc2ccc(NS(C)(=O)=O)cc2C1=O
  NSD2 inh: 1

Only part of the results is shown (hit frequency here may not be typical).
